bIAP act = bovine intestinal alkaline phosphatase activators, primary screen, biochemical, bovine IAP, CDP-star luminescence | alkaline phosphatase, intestinal [Bos taurus] | purified bovine IAP, 30 min; active compounds read high; fold of DMSO-control signal, blank-subtracted | activation factor at 20 µM | 0.17% of 200,000 active | AID 1016, 2008;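 active = activation factor of 2 or more at 20 µM, a signal rise over negative controls twice the positive control's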
TNAP act hi DEA = TNAP activators at high phosphate acceptor level, primary screen, biochemical, luminescence, uHTS; Alkaline phosphatase, tissue-nonspecific isozyme (Homo sapiens), P05186; purified TNAP, CDP-star luminescence, 1 M DEA, 30 min; active compounds read high; 0 = EDTA background, 1 = DMSO-only activity; activation factor at 20 µM; 200,000 tested, under 10 active; AID 1136, 2008;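 active = activation factor at least 2 at 20 µM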
Target sequence (P05186 whole entry, looked up): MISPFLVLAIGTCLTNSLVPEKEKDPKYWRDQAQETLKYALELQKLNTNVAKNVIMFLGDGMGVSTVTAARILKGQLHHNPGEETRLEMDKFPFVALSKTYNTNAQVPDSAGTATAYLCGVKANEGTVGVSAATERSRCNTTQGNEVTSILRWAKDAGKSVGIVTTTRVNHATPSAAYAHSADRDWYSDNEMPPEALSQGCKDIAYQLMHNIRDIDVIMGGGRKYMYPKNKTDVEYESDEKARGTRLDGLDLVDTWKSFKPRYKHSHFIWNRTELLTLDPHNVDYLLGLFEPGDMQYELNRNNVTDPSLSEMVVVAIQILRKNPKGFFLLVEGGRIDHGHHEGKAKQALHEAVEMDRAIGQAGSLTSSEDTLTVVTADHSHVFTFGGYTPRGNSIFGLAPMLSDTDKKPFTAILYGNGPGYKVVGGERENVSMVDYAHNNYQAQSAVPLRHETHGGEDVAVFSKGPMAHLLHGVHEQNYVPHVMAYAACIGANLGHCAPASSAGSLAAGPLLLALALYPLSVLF
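system = human TNAP | amount = enzyme diluted 1/800 final | reagent = 100 µM CDP-star substrate | signal = luminescent substrate turnover signal | dosing = one dose, 20 µM | benchmarks = EDTA negative control, DMSO positive control | measure = activation factor | timing = 30 min reaction, room temperature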
TNAP inh noacc = human TNAP enzyme inhibitors, primary screen, biochemical, luminescent, no phosphate acceptor, uHTS | purified TNAP, CDP-star luminescence, 30 min | 0.26% of 200,000 active | inhibition, % at 20 µM | Alkaline phosphatase, tissue-nonspecific isozyme (Homo sapiens), P05186;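 active = tissue-nonspecific alkaline phosphatase inhibition above about 50% at 20 µM in the single-dose screen, limit read from the data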;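 note: 0% = DMSO negative control and 100% = EDTA positive control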
PPARg SRC-1 ag = PPARgamma agonists recruiting SRC-1 coactivator, primary screen, biochemical. Peroxisome proliferator-activated receptor gamma (Homo sapiens), P37231. AID 631, 2007. PPARgamma-SRC-1 coactivator recruitment biochemical assay. 0.41% of 200,000 active. activation, % at 8 µM; in the data active = activation above about 19%;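 note: 0% = DMSO and 100% = reference agonist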
Target sequence (P37231 whole entry, looked up): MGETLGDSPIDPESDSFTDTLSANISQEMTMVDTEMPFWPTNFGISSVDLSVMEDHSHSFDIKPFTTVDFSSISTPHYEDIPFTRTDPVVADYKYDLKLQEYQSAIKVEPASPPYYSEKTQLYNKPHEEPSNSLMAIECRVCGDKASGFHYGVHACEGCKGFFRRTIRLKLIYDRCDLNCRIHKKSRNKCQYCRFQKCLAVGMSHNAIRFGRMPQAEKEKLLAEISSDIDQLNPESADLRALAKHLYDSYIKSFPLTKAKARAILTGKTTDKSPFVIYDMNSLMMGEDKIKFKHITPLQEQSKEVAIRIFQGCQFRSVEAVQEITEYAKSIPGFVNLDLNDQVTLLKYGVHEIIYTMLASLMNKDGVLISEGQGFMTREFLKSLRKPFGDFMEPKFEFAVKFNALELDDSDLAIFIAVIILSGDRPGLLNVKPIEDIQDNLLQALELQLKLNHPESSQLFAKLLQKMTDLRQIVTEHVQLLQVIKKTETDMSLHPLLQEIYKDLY
TNAP inh hiacc = human TNAP enzyme inhibitors, primary screen, biochemical, luminescent, high phosphate acceptor level, uHTS | 0.03% of 200,000 active | purified TNAP, CDP-star luminescence, 1 M DEA | inhibition, % at 20 µM | Alkaline phosphatase, tissue-nonspecific isozyme (Homo sapiens), P05186;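 active = over 50% inhibition of tissue-nonspecific alkaline phosphatase at 20 µM in the single-dose screen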;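 note: plate controls were DMSO wells for no effect and EDTA-quenched wells as full inhibition for full effect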
SRC2 TRFRET art = TR-FRET signal artefacts, primary screen, artefact control for PPARgamma SRC-2 agonist project, biochemical | 0.4% of 200,000 active | TR-FRET artefact counter-screen; active compounds read high | TR-FRET ratio at 8 µM; in the data active = TR-FRET ratio above about 2000; note: inactives centre near 1500
PPARg SRC-2 ag = agonists of PPARg-SRC-2 recruitment, primary screen, biochemical, HTS; activation, % at 8 µM; Peroxisome proliferator-activated receptor gamma (Homo sapiens), P37231; 0.34% of 200,000 active; PPARgamma LBD-SRC-2 recruitment; AID 1032, 2008; in the data active = activation above about 22%;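 note: 0% = vehicle and 100% = reference agonist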
HMGR II inh = inhibitors of E. faecalis class II HMGR, primary screen, biochemical, Enterococcus faecalis. HMG-CoA reductase (Enterococcus faecalis, mvaE). purified E. faecalis HMGR, NADPH absorbance 340 nm kinetic. inhibition, % at 10 µM. 0.41% of 190,000 active. AID 1066, 2008;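 active = inhibition above a set limit, the median over all tested compounds plus 3 SD, cut at about 9.5% in these data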;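 note: enzyme runs in reverse so mevalonate oxidation gives rising NADPH absorbance; 0% = complete reaction with DMSO and 100% = background rate lacking mevalonate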
PPARg SRC3 recr = PPARgamma agonists recruiting SRC-3 coactivator, primary screen, biochemical. biochemical PPARgamma/SRC-3 coactivator recruitment assay. 0.26% of 200,000 active. Peroxisome proliferator-activated receptor gamma (Homo sapiens), P37231. activation, % at 8 µM; in the data active = activation above about 23%;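 note: 0% = DMSO and 100% = reference agonist; some compounds past the cut are filed as inactive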
bIAP inh = bovine intestinal alkaline phosphatase inhibitors, primary screen, selectivity assay for TNAP inhibitor project, biochemical, bovine IAP, CDP-star luminescence; alkaline phosphatase, intestinal [Bos taurus]; purified bovine IAP, 30 min; inhibition, % at 20 µM; 190,000 tested, under 10 active;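 active = over 50% inhibition of intestinal alkaline phosphatase at 20 µM in the single-dose screen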
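Assay system – bovine IAP enzyme · Quantity – bovine IAP at 1/65,000,000 final dilution · Detection – CDP-star luminescence signal · Times – 30 min reaction at room temperature · Also added – CDP-star substrate at 30 µM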
* hit, by the source's call.

SMILES	bIAP act	TNAP act hi DEA	TNAP inh noacc	PPARg SRC-1 ag	TNAP inh hiacc	SRC2 TRFRET art	PPARg SRC-2 ag	HMGR II inh	PPARg SRC3 recr	bIAP inh
COc1ccc(NS(=O)(=O)c2ccc(NC(=O)c3ccc(N(C)S(C)(=O)=O)cc3)cc2)c(OC)c1	0.9	1	-5	3	-1	1503	-4	6	0	9
Cc1oc2cc3c(C(=O)N4CCCCC4)c(C)oc3cc2c1C(=O)N1CCCCC1	1.1	1	-11	4	-4	1382	-5	-7	-4	-11
O=C(CNC1CCCCC1)N1CCc2ccccc2C1	1	1.1	0	-7	-8	1447	0	-4	-10	-1
O=C(CN1CCN(c2ccccn2)CC1)N1CC(O)CO1 (centres undefined)	1	1	-8	14	-4	1598	-3	2	-6	4
Cc1cccc(NC(=O)c2c(-c3ccccc3)noc2C)n1	1	1.1	-16	-1	-7	1413	-4	2	0	-4
COc1cc(C(=O)Nc2ccc(C#N)cc2)c([N+](=O)[O-])cc1OC	1	1	-4	-6	1	1658	6	-3	-4	-4
CCCC(=O)Nc1nc2n(n1)C(c1ccccc1)CC(=O)N2 (centres undefined)	1	1	-6	8	-4	1506	-9	-4	7	3
O=C(Cc1noc2ccccc12)Nc1ccc2ccccc2c1	0.8	1	-8	-8	1	1494	5	-2	19	16
Cc1cc2oc(=O)c3c(c2cc1OCc1nn[nH]n1)CCCC3	0.8	1	-7	7	-1	1681	7	2	17	21
CCC(CC)NC(=O)c1cccc([N+](=O)[O-])c1C	0.9	1	-10	1	-3	1667	2	-2	6	9
CCC(C)(C)n1nnnc1C(c1ccc(OC)c(OC)c1)N1CCN(c2ccccc2)CC1 (centres undefined)	1.1	1	-9	-8	-2	1400	-7	-1	-7	-5
CC(=O)N(c1nc(CCl)cs1)c1c(C)cc(C)cc1C	0.7	1.1	-12	-2	-9	1582	3	0	0	28
CCc1nc(C#N)c(N2CCCCC2)o1	0.7	1	-11	-5	-4	1621	6	-1	1	26
CCC(CC)C1=NN2C(=N)/C(=C\c3cc(C)n(-c4cccc(C)c4)c3C)C(=O)N=C2S1	0.9	1	9	-6	5	1543	-5	-7	1	8
CC(=O)COC(=O)CNC(=O)c1ccc(Br)cc1	0.7	1	-12	-3	-3	1608	1	-4	-3	35

Brought forward from above: six entries, then new ones.
SMILES	bIAP act	TNAP act hi DEA	TNAP inh noacc	PPARg SRC-1 ag	TNAP inh hiacc	SRC2 TRFRET art	PPARg SRC-2 ag	HMGR II inh	PPARg SRC3 recr	bIAP inh
CCC(CC)NC(=O)c1cccc([N+](=O)[O-])c1C	0.9	1	-10	1	-3	1667	2	-2	6	9
CCC(C)(C)n1nnnc1C(c1ccc(OC)c(OC)c1)N1CCN(c2ccccc2)CC1 (centres undefined)	1.1	1	-9	-8	-2	1400	-7	-1	-7	-5
CC(=O)N(c1nc(CCl)cs1)c1c(C)cc(C)cc1C	0.7	1.1	-12	-2	-9	1582	3	0	0	28
CCc1nc(C#N)c(N2CCCCC2)o1	0.7	1	-11	-5	-4	1621	6	-1	1	26
CCC(CC)C1=NN2C(=N)/C(=C\c3cc(C)n(-c4cccc(C)c4)c3C)C(=O)N=C2S1	0.9	1	9	-6	5	1543	-5	-7	1	8
CC(=O)COC(=O)CNC(=O)c1ccc(Br)cc1	0.7	1	-12	-3	-3	1608	1	-4	-3	35
CCSc1nnc(Cc2cc(=O)[nH]c(=O)[nH]2)n1-c1cc(C)ccc1C	1	1	-2	-8	-4	1523	2	-2	-2	-1
Cc1ccc(C)c(N2CCN(c3nnnn3-c3ccccc3)CC2)c1	0.8	1.1	-11	1	-6	1583	7	0	15	15
COc1c(Cl)cc(C(=O)NN)cc1Cl	0.9	1	-3	3	0	1562	-3	-4	5	7
CC1CCc2c(sc(NC(=O)c3ccc(Cn4cc([N+](=O)[O-])cn4)o3)c2C#N)C1 (centres undefined)	0.9	1	-5	6	0	1460	-3	2	12	12
CC(C)C(=O)Nc1cc2c(cc1C(=O)c1ccccc1)OCCO2	1	1	-7	3	-2	1494	0	-1	-8	-3
COC(=O)[C@H](C)NC(=O)Nc1ccccc1F	0.8	1	-13	-4	-3	1494	-5	-3	-4	19
CCOC(=O)c1sc2cc([N+](=O)[O-])cc(SCCO)c2c1N	0.9	0.8	4	8	15	1503	3	-5	2	10
CCN(CC)CCN(C(=O)c1ccc(S(=O)(=O)N2CCCCC2)cc1)c1nc2cc3c(cc2s1)OCO3	1	1	-9	0	-3	1752	13	3	1	1
CCN(CC)C(=O)C1CCCN(Cc2ccc(F)c(F)c2)C1 (centres undefined)	1.1	1	-10	-6	-4	1627	17	-3	-3	-7
COc1ccccc1CNc1ccc(N2CCCCC2)cc1	1	1	-8	6	-1	1752	8	-2	6	5
O=C(CN1CCCCC1)Nc1ccccc1	1	1	-15	0	1	1601	10	-6	0	3
O=C1CSC(=O)N1CC(O)COc1ccc(Cl)cc1 (centres undefined)	1	1	-11	-4	0	1574	1	0	9	1
Cc1nnc(NCc2ccco2)c2ccccc12	0.9	1.1	-14	12	-6	1541	4	0	6	9
O=C(CCC1CCCC1)N1CCN(S(=O)(=O)Cc2ccccc2)CC1	0.9	1	-8	-3	-4	1588	2	3	-2	7
O=C(C1CCCN(Cc2ccccc2C(F)(F)F)C1)N1CCCCC1 (centres undefined)	1	1.1	-1	-6	-5	1572	-3	-2	6	-3
NC(=O)[C@@H]1CCCCNc2c(F)cc([N+](=O)[O-])cc2C(=O)N[C@@H](CC(=O)O)C(=O)NCC(=O)N1	0.6	0.9	-2	5	5	1667	-1	-1	0	41
O=C(Cc1coc2ccc3ccccc3c12)N1CCc2ccccc21	0.9	1.1	-13	10	-6	1690	4	1	6	8
CCOC(=O)c1c(NC(=O)Cn2cnc([N+](=O)[O-])n2)sc2c1CCCC2	1	1	-14	3	-2	1542	3	-3	-2	2
O=C(CCCCCNC(=O)c1ccccc1)C[N+](=O)[O-]	0.9	1.1	-10	4	-9	1655	7	0	4	7
COCCNS(=O)(=O)c1ccc(-c2ccc(C)cc2)cc1	1	1	-9	3	-5	1456	4	-2	-1	3
COc1ccc(OCCCC(=O)Oc2ccc(OC)cc2)cc1	1	1	-13	5	2	1553	10	-4	7	3
CCOc1ccc(N2C(=O)CC(Sc3ccccc3C(=O)O)C2=O)c([N+](=O)[O-])c1 (centres undefined)	1	1	5	14	0	1538	4	2	3	3
CCN(CC)S(=O)(=O)c1ccc(OC)c(NC(=O)COc2ccc3c(C)cc(=O)oc3c2)c1	0.9	1	-2	7	3	1613	3	-7	2	6
COc1cc(/C=N/NC(=O)C2CCN(CC(O)COCc3ccccc3)CC2)ccc1O (centres undefined)	1.1	1.1	-1	-2	-8	1395	3	3	1	-6
CCC1CCCCN1S(=O)(=O)c1ccc(S(=O)(=O)N(Cc2cccs2)C2CC2)cc1 (centres undefined)	0.5	1	-6	2	-2	1803	8	-1	2	45
O=C1CC(c2ccc(S(=O)(=O)NC3CC3)cc2)CN1 (centres undefined)	0.9	1.1	-19	9	-11	1714	-6	-4	-1	10
CCN1CCCC1CN(Cc1cc2ccc(C)c(C)c2[nH]c1=O)C(=O)Nc1ccccc1OC (centres undefined)	1.1	1	-2	-3	-3	1377	-1	-2	4	-8
O=C(O)COc1ccc(S(=O)(=O)c2ccc(OCC(=O)O)cc2)cc1	1.1	1	-10	3	-3	1690	2	-4	12	-5
O=c1oc2ccccc2c2c1C(c1ccc(Cl)cc1)Nc1ccc3ccccc3c1-2 (centres undefined)	0.6	1	-12	2	-1	1438	5	-3	0	42
Cc1ccc(NC(=O)c2ccc(-c3nn(C)c(=O)c4ccccc34)cc2)cc1	0.9	1.1	12	0	-8	1518	3	-3	3	9
Cc1nc2ncnn2c(N2CCN(C(c3ccccc3)c3ccccc3)CC2)c1C	1.1	1.1	-6	-5	-5	1480	-8	-8	-3	-8
COc1cc2c(cc1NC(=O)C(C)OC(=O)/C=C/c1ccc(OC(F)F)cc1)oc1ccccc12 (centres undefined)	1	1	-7	3	-2	1596	2	1	3	0
Cc1ccccc1C(=O)Nc1nnc(SC(C)C)s1	1.1	1	-10	0	-5	1572	-1	-2	0	-15
CCOc1cc(N2CCOCC2)c(OCC)cc1NC(=O)C(C)(C)C	1	1.1	-13	-5	-7	1602	7	6	-2	0
C=CCNC(=O)Nc1ccc(Cl)cn1	0.6	1	-9	8	-1	1691	11	-6	2	45
N#C/C(=C\c1cccn1-c1ccccc1)C(=O)NC1CCCCC1	0.9	1	-50	3	-2	1513	6	-2	9	15
CCOc1cc(CNn2cn[nH]c2=S)cc(Cl)c1OCc1ccccc1F	0.9	1	-4	2	3	1644	7	-7	6	6
O=C(Cn1cnc2ccccc21)Nc1cc(C(F)(F)F)ccc1N1CCOCC1	1	1	-1	3	-2	1644	11	-4	4	-1
Cc1ccccc1NC(=O)C(=O)N/N=C/c1cccc(Br)c1	0.9	1	-2	7	-3	1451	2	0	-1	12
O=Nc1ccc(NOC(=O)c2ccccc2Br)cc1	0.8	1	-1	5	0	1435	-10	-7	5	16
CCCCNC(=O)N(C)c1nncnc1C(=O)NC	1	1.1	-2	-5	-5	1640	-2	-2	1	4
O=C(C1CCCCC1)N1CCN=C1SCc1cccnc1	0.9	1.1	-8	5	-5	1492	3	0	7	8
COc1ccc(C(=O)Nc2nccs2)cc1[N+](=O)[O-]	0.8	1	-12	10	-2	1516	5	-7	4	23
O=C(O)C1CC(O)CN1C(=O)c1ccco1 (centres undefined)	0.8	1.1	-12	-4	-7	1436	5	4	-7	18
COc1ccc(CCNC(=O)Cc2cc(OCc3ccccc3)c(OC)cc2[N+](=O)[O-])cc1OC	1	1	-13	6	-4	1577	3	3	4	5
CCOc1ccc(N2C(=O)CSC23CCCCC3)cc1	1	1.1	-8	-2	-7	1739	9	1	4	-3
O=C(c1ccc2c(c1)OCCO2)C1CCN(C(=O)c2ccc(F)cc2)CC1	0.9	1	-9	5	-1	1357	0	-4	-1	8
O=C(Nc1nc2ccccc2[nH]1)c1ccc(Cl)c([N+](=O)[O-])c1	1	1	-5	-5	2	1423	-6	-2	3	-4
Cc1csc(NC(=O)c2ccccc2O)n1	1	1.1	0	-3	-9	1345	6	-2	-8	4
O=C(NC(=S)NNC(=O)c1ccccc1O)c1ccco1	0.9	1	-136	4	-2	1612	8	0	7	10
COc1cccc2cc(C(=O)c3ccccc3)oc12	0.9	1	-4	-1	-2	1469	4	-6	2	8
